Assay outcomes deposited in PubChem BioAssay by National Center for Advancing Translational Sciences (NCATS).
AT treatment = potential ataxia-telangiectasia treatments restoring KAP-1 phosphorylation; Potency, µM (doses to about 57.5 µM), without a hit: at the highest dose activation, hits mostly activators; […] A-T fibroblasts, KAP-1 phosphorylation AlphaLISA; neocarzinostatin DNA damage 30 min before lysis; AID 485349; 0.19% of 320,000 active; note: potency is the fitted concentration of half-maximal effect; % of control where 0% means no effect; nearly all actives have a fitted effect of over 45% in size
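ATM-like activity read as KAP-1 phosphorylation via AlphaLISA donor/acceptor antibody pairs after lysis and 6 hr at 25C. Cells were ATM-null patient fibroblasts ([…], hTERT), dosed 60 min, then exposed to the DSB inducer NCS for 30 min.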
TSHR antag = antagonists of human thyroid stimulating hormone receptor | 0.2% of 330,000 active | activity change, negative = inhibition, % at 11.5 µM | TSHR-expressing cells, TSH-stimulated cAMP HTRF, 2 h; stronger effect = lower value;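 active = activity change below a set negative limit, meaning inhibition stronger than a set level, cut at about -70% in these data; inconclusive = activity change between two set negative limits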; note: % is set by controls: 0 for no effect and ±100 for the full control effect
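Inhibition of cAMP made by TSHR-expressing cells under TSH stimulation (4nM final, EC80; 2 h, 37 deg C) is quantified with a one-step lysis HTRF kit, anti-cAMP cryptate versus cAMP-d2.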
Mito fusion yeast = blocks mitochondrial division or promotes mitochondrial fusion | S. cerevisiae fusion-defective mutant growth rescue, CellTiterGlo 48 h | Potency, µM (series often up to 46.1 µM), without a hit: top-dose growth rescue (activation), usual class: activators | 0.23% of 320,000 active | AID 485298;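 note: potency is the fitted concentration of half-maximal effect; % of control where 0% means no effect; nearly all actives have a fitted effect of over 45% in size; temperature-sensitive fusion mutants such as fzo1-1 at 37 °C on non-fermentable ethanol glycerol medium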
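Luminescent cell viability in 1536-well qHTS format served as the measure of rescued growth in ts fusion-mutant S. cerevisiae cultured on non-fermentable YPEG for 48 hours at 37C.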
Eya2 phos inh = blocks the phosphatase activity of human Eya2; 0.006% of 330,000 active; AID 488837; Potency, µM (doses to about 76.9 µM), for the others: at the highest dose activity, negative = inhibition, hits mostly inhibitors; recombinant Eya2, OMFP fluorescence dephosphorylation (OMFP is methylfluorescein phosphate); O00167; note: potency is the fitted concentration of half-maximal effect; % is set by controls: 0 for no effect and ±100 for the full control effect
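Eya2 protein (added as 0.2 uM solution) was preincubated with compound for 10 min at ambient temperature in 50 mM HEPES pH 7.5, 50 mM NaCl, 5 uM MgCl2, 0.05% BSA, 1 mM DTT. OMFP (added at 50 uM) then reacted 10 min; fluorescence read at 485/525 nm.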
a7 integrin act = activators of alpha7 integrin expression for muscular dystrophy | Potency, µM (highest dose often 38.3 µM), without a hit: top-dose activation, hits mostly activators | alpha7betagal myoblasts, beta-gal FDG fluorescence, 48 h | 0.064% of 350,000 active | AID 624291;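 note: potency is the fitted concentration of half-maximal effect; 100% = response of the positive control SU9516; nearly all actives have a fitted effect of over 60% in size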
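Alpha7betagal+/- myoblasts (passage 13) were plated 16-24 hr, then exposed to compounds (1:260 dilution of DMSO stock) for 48 hours at 37C. After MPER lysis, β-galactosidase reporter activity was read as FDG fluorescence (ex 480/em 540) after 30 minutes.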
ASM inhibitor = inhibitors of human secretory acid sphingomyelinase; 0.006% of 340,000 active; P17405; placental ASM, HMU-PC fluorogenic substrate, 60 min; Potency, µM (top dose mostly 57.5 µM), inactives show at the highest dose activity change, negative = inhibition, usual class: inhibitors; note: potency is the fitted concentration of half-maximal effect
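Fluorogenic HMU-PC substrate (9 uM final) is turned over by placental ASM in 60 min at 37 C after a 10 min compound preincubation. Reaction ended by alkaline stop (pH 10), with fluorescence read at 386/447 nm.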
PTAP TSG101 blk = blocks PTAP/TSG101 interaction to inhibit HIV-1 budding. Q99816. AID 493005. 340,000 tested, under 10 active. Potency, µM (doses to about 115 µM), for the others: top-dose activity change, negative = inhibition, hits mostly inhibitors. Fluorescence polarization, FITC-PTAP peptide / Tsg101 binding; active = well fitted inhibition curve with a large enough effect in the main read-out, with a control signal flat, not every such curve was filed as active; inconclusive = small, poorly fitted or top-dose-only effect, or effect the other way, or a change in a side signal; inactive = no such curve, though single readings can be large or run the other way; note: potency is the fitted concentration of half-maximal effect; % of control where 0% means no effect
Target sequence (Q99816 whole entry, looked up): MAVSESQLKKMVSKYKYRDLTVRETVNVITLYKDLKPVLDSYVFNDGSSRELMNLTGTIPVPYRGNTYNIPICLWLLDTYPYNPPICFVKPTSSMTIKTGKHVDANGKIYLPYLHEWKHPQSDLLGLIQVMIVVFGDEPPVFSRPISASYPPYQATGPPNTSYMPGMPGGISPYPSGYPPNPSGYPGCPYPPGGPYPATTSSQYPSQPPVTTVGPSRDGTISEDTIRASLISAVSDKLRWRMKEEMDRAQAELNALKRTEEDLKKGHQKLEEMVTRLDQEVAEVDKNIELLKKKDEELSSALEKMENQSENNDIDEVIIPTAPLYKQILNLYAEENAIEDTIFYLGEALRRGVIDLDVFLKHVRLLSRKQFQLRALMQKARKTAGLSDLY
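Fluorescence anisotropy tracks displacement of a FITC-tagged PTAP peptide (50 nM) from the Tsg101 binding domain (10 uM), following a 20 min room-temperature incubation at pH 7.5.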
Tb PFK inh = inhibitors of T. brucei phosphofructokinase | O15648 | T. brucei PFK, ADP-Glo luminescence | Potency, µM (top dose mostly 57.5 µM), inactives show at the top dose activity, negative = inhibition, hits mostly inhibitors | 0.17% of 330,000 active;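 note: potency is the fitted concentration of half-maximal effect; 0% = uninhibited 1x PFK enzyme wells and -100% = no-enzyme wells; nearly all actives have a fitted effect of over 60% in size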
Target sequence (O15648 whole entry, looked up): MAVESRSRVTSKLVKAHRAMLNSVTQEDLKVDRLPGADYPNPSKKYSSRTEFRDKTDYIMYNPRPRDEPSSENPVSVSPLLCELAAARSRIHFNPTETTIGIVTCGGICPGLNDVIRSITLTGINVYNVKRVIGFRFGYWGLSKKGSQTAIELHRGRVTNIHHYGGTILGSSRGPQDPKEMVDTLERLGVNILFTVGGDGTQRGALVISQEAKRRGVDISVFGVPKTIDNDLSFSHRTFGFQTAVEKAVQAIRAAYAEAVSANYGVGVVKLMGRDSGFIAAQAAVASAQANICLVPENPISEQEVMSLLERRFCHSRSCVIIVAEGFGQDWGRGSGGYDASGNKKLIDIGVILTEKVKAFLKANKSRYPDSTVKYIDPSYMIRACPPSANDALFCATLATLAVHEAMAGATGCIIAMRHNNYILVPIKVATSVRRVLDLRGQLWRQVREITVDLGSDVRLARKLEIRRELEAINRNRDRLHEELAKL
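In TEA buffer at pH 8.0 with 5 mM MgCl2, enzyme (1.25 nM) converted F6P (0.5 mM) and ATP (0.1 mM) for 45 min at room temperature. ADP product was read by luciferase luminescence.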
TCR activator = activators of T cell receptors; AID 504894; Potency, µM (top dose mostly 9.22 µM), for inactives: at the highest dose activation of IL-2 secretion, actives largely listed as activators; primary human leukocytes, anti-CD3, IL-2 HTRF, 48 h; 330,000 tested, under 10 active; note: % of control where 0% means no effect
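Primary human leukocytes incubated 48 hr with anti-CD3 beads plus compound, without co-stimulation. Secreted IL-2 measured by HTRF (europium cryptate/d2 anti-IL-2 pair, 320 nm excitation, 665 nm emission).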
BCR signal inh = chronic active BCR signaling inhibition | 0.05% of 340,000 active | ABC-DLBCL IkBa-CBG/CBR reporter, luminescence ratio, 4 h | Potency, µM (titrated, usually from 46.1 µM), for inactives: top-dose ratio change, negative = lower green/red ratio, actives largely listed as inhibitors; active = well fitted inhibition curve with a large enough effect in the signal ratio, with a control signal flat, not every such curve was filed as active; inconclusive = small, poorly fitted or top-dose-only effect, or effect the other way, or a change in a side signal; the % refers to the signal ratio;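 note: potency is the fitted concentration of half-maximal effect; plate controls were basal doxycycline-induced cells for no effect and cells given 10 µM MG132 for full effect; MG132 reads +100%, hits lower the ratio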
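TMD8 human ABC-DLBCL cells with doxycycline-inducible IκBα–green luciferase fusion and unfused red luciferase, in 0.5% FBS medium; compounds up to 46 uM, 4 h at 37C. Green/red luminescence ratio, filter-overlap corrected, fitted to concentration-response curves.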
ELG1 DNA repair = blocks ELG1-dependent DNA repair in HEK293T cells; HEK293T ELG1-luciferase reporter, luminescence, 16 h; DNA damage induced by 5-fluorouridine; Potency, µM (highest dose often 46.1 µM), inactives show at the top dose activity change, negative = inhibition, usual class: inhibitors; 2.3% of 330,000 active; AID 504467; note: potency is the fitted concentration of half-maximal effect; % is set by controls: 0 for no effect and ±100 for the full control effect; nearly all actives have a fitted effect of over 55% in size
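5-Fluorouridine DNA damage + compound/DMSO, 2,000 cells/well, 16 h, 37 °C/5% CO2. ONE-Glo, 30 min RT, luminescence. Readout = decrease in reporter signal.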
Active calls of the source: *; ? = inconclusive; . = no result given; [ ] = another dose, or the depositor's remark. Unless noted, calls come from the whole dose curve; as a rule, active = well fitted curve in the direction sought with a large enough effect; inconclusive = small, poorly fitted or top-dose-only effect, or another doubt; inactive = no such curve, though single readings can be large; an effect the other way counts as inactive or inconclusive. Not a hit list; about 3.2% have a hit in one of these screens.

Screens in order: ASM inhibitor	a7 integrin act	TSHR antag	BCR signal inh	TCR activator	Eya2 phos inh	ELG1 DNA repair	PTAP TSG101 blk	Tb PFK inh	AT treatment	Mito fusion yeast
CCOc1ccc(C(=S)N2CCOCC2)cc1OCC
    5%	-3%[7.66 µM]	-3	-19%	.	14%	?	-11%	-2%	7%	0%
CC(NC(=O)C(=O)c1cn(CC(=O)N2CCOCC2)c2ccccc12)c1ccccc1 (centres undefined)
    -2%	-14%	-4	?	6%	-15%	12%	-6%	-1%	0%	0%
O=C(c1ccccc1)N1CCN(c2ccc(N3CCOCC3)nn2)CC1
    241%[activator]	1%	-3	1%	3%	10%	7%	1%	1%	9%	-12%
Cc1onc(-c2ccccc2)c1C(=O)Nc1nncs1
    3%	18%	5	0%	-4%	-16%	1%	-3%	-10%	-4%	3%
CCOC(=O)c1cc(-c2cc3ccccc3o2)n[nH]1
    0%	6%	-1	?	-4%	-11%	15%	-2%	-4%	1%	3%
O=C(c1ccccc1)N1CCN(C(=O)c2cc3nc(-c4ccccc4)cc(C(F)(F)F)n3n2)CC1
    8%	-26%	13	-6%	-10%	-10%	7.3µM*	1%	-25%	1%	19%
CN(C)CCNC(=O)/C(=C/c1ccc(-c2ccc(Cl)cc2)o1)NC(=O)c1ccccc1
    60%[activator]	0%	2	-14%	4%[46.1 µM]	-5%	1%	0%	0%	-12%	-8%
Cc1ccc(C(CC(=O)O)NC(=O)c2ccc(S(=O)(=O)N3CC(C)OC(C)C3)cc2)cc1 (centres undefined)
    4%	-17%	0	2%	3%	9%	16%	0%	-4%	-4%	-3%
N#CCC(=O)NCC1(c2ccccc2)CCCC1
    2%	8%	1	-5%	4%	1%	0%	0%	-2%	-5%	-6%
CCCc1c(NC(=O)Nc2ccc(F)cc2)cnn1-c1ccc(Cl)cc1
    -1%	-9%	-5	8%	-7%	13%	-16%	-1%	-1%	0%	13%
CCOC(=O)C1=C(CNCc2ccccc2Cl)NC(=O)NC1c1cccc([N+](=O)[O-])c1 (centres undefined)
    -4%	0%	3	-3%	-6%	8%	-18%	-11%	-8%	1%	-7%
O=C(Cn1c(NCCO)nc2ccccc21)c1ccccc1
    3%	-52%[inhibitor]	0	4%	1%[46.1 µM]	3%	-6%	-6%	0%	-3%	-31%[inhibitor]
COc1cc(S(=O)(=O)NCC2CCCO2)ccc1Br (centres undefined)
    -2%	24%	4	-14%	18%	-2%	5%	-5%	3%	-2%	2%
CC(=O)Nc1nc2c(c3c1c(=O)oc1ccccc13)CCCC2
    .	.	-28	-2%	.	11%	1%	.	-3%	-3%	3%
Cc1cc(=O)[nH]c(SCC(=O)O)c1C#N
    4%	-1%	2	5%	2%	13%	2%	-3%	5%	1%	-1%
CSc1ccccc1NC(=O)c1ccc2c(c1)CCN2S(C)(=O)=O
    1%	-26%	-2	?	0%	10%	?	-6%	-7%	-13%	5%
COc1cc2c(cc1OC)C1=C(C#N)COCN1CC2
    33%	-3%	-9	-3%	-4%	14%	-17%	0%	0%	3%	-9%
Cc1cccc(N(C(=O)c2csnn2)C(C(=O)NC2CCCCC2)c2ccccn2)c1C (centres undefined)
    -1%	0%	20	3%	2%	11%	4%	0%	2%	1%	9%
CCOc1cc(N2CCOCC2)c(OCC)cc1NC(=O)CSc1cccc[n+]1[O-]
    6%	1%	2	0%	6%	0%	3%	-14%	?	-2%	-5%
Cc1c(NC(=O)c2ccc(Br)s2)c(=O)n(-c2ccccc2)n1C
    4%	6%	-4	0%	-6%	-10%	14%	1%	2%	-7%	-3%
COc1cc2ccccc2cc1C(=O)N(CCN(C)C)c1nc2c(F)cccc2s1
    -4%	0%	18	?	10%	-2%	-24%	-3%	-1%	-2%	-11%
Cc1ccc(C(=O)N2CCC3(CC2)Oc2ccc(F)cc2C(=O)C32CC(c3ccc(Cl)cc3)=NO2)s1 (centres undefined)
    0%	1%	-8	-12%	9%	2%	-1%	-3%	0%	-13%	-24%
Cc1ccc(CN(C(=O)c2sc3ccccc3c2Cl)C2CCS(=O)(=O)C2)cc1 (centres undefined)
    -1%	-19%	-9	0%	-2%[46.1 µM]	-10%	-13%	-2%	-1%	.	28%
O=C1Cc2ccccc2C(=O)N1OCc1ccc(Cl)cc1Cl
    6%	-8%	31	3%	3%	-2%	21%	-3%	0%	17%	9%
O=C(c1cccnc1)n1nc(-c2ccco2)nc1NCc1cccs1
    3%	8%	25	?	-3%	-22%	?	2%	-10%	0%	-2%
CC(C)CCN(C(=O)Cc1ccc(Cl)c(Cl)c1)c1c(N)n(Cc2ccccc2)c(=O)[nH]c1=O
    6%	1%	11	?	-3%	?	-3%	0%	3%	-3%	-4%
CCN(CC(=O)NCc1cccnc1)S(=O)(=O)c1ccc(OC)cc1
    0%	10%	30	6%	12%	1%	-1%	-1%	3%	-2%	-7%
Cc1cc(Nc2ccc(C)c(F)c2)n2ncnc2n1
    -3%	21%	-2	0%	.	5%	?	-3%	1%	2%	1%
Cc1ccc2c(c1)N/C(=C(\C=C(/Cl)[N+](=O)[O-])[N+](=O)[O-])N2
    .	.	0	14%	.	-5%	-1%	.	5%	-2%	-4%
COc1cccc(NC(=O)CN(C)C(=O)c2cccnc2Sc2ccc(C)c(C)c2)c1
    .	32%	7	5%	2%	-22%	?	-3%	1%	8%	6%

Some values from the entries so far.
For ASM inhibitor, `Cc1cccc(N(C(=O)c2csnn2)C(C(=O)NC2CCCCC2)c2ccccn2)c1C` (centres undefined) has -1%
For PTAP TSG101 blk, `Cc1cc(=O)[nH]c(SCC(=O)O)c1C#N` has -3%
For TCR activator, `Cc1ccc(CN(C(=O)c2sc3ccccc3c2Cl)C2CCS(=O)(=O)C2)cc1` (centres undefined) has -2%[46.1 µM]

Continued.
Screens in order: ASM inhibitor	a7 integrin act	TSHR antag	BCR signal inh	TCR activator	Eya2 phos inh	ELG1 DNA repair	PTAP TSG101 blk	Tb PFK inh	AT treatment	Mito fusion yeast
N=c1c(C(=O)NCc2ccc(F)cc2)cc2c(=O)n3ccccc3nc2n1CCCN1CCOCC1
    268%[activator]	-21%	6	-2%	3%	-1%	3%	-8%	-5%	8%	4%
O=S(=O)(Cc1ccccc1)N(O)c1ccccc1
    -2%	-12%	19	-7%	3%	-2%	11%	-5%	0%	18%	6%
O=C(C[C@H]1C/C=C\C[C@@H](NC(=O)OCC2c3ccccc3-c3ccccc32)C(=O)O[C@@H](c2ccccc2)CNC1=O)N[C@H](CO)Cc1ccccc1
    -6%	-6%	-13	0%	0%	-18%	-5%	-6%	-2%	3%	.
COc1ccc(C2C(=O)N(C3CCCCCC3)CC(=O)N2Cc2ccccc2)cc1OC (centres undefined)
    1%	26%	-3	-1%	-11%	8%	-4%	-1%	0%	-3%	4%
CC1(C)CC(NC(=O)c2cc(COc3cccc(C(F)(F)F)c3)on2)CCO1 (centres undefined)
    -4%	8%	-4	-2%	-8%	9%	?	-2%	2%	1%	14%
